# Assay outcomes deposited in PubChem BioAssay by National Center for Advancing Translational Sciences (NCATS).
# BCR signal inh: chronic active BCR signaling inhibition; ABC-DLBCL IkBa-CBG/CBR reporter, luminescence ratio, 4 h; AID 493014; 0.05% of 340,000 active; Potency, µM (highest dose often 46.1 µM), without a hit: at the top dose ratio change, negative = lower green/red ratio, actives largely listed as inhibitors; active = well fitted inhibition curve with a large enough effect in the signal ratio, with a control signal flat, not every such curve was filed as active; inconclusive = small, poorly fitted or top-dose-only effect, or effect the other way, or a change in a side signal; the % refers to the signal ratio;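 note: potency is the fitted concentration of half-maximal effect; plate controls were basal doxycycline-induced cells for no effect and cells given 10 µM MG132 for full effect; MG132 reads +100%, hits lower the ratio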
#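 Concentration-response series (up to 46 uM) were applied to TMD8 dual-reporter cells for 4 h at 37C with doxycycline. Green/red ratio, after filter-overlap correction, defined %Activity; red signal alone was normalised to basal cells and zero luminescence.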
# USP2a block: blocks human ubiquitin-specific protease USP2a | O75604 | USP2 core, Ub-CHOP2 coupled fluorogenic reporter, 485/531 | Potency, µM (titrated, usually from 38.3 µM), for inactives: top-dose activity change, negative = inhibition, most hits filed as inhibitors | 0.01% of 330,000 active | AID 463254;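 note: potency is the fitted concentration of half-maximal effect; plate controls were DMSO wells for no effect and full inhibition by NEM control for full effect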
# Target sequence (O75604 whole entry, looked up): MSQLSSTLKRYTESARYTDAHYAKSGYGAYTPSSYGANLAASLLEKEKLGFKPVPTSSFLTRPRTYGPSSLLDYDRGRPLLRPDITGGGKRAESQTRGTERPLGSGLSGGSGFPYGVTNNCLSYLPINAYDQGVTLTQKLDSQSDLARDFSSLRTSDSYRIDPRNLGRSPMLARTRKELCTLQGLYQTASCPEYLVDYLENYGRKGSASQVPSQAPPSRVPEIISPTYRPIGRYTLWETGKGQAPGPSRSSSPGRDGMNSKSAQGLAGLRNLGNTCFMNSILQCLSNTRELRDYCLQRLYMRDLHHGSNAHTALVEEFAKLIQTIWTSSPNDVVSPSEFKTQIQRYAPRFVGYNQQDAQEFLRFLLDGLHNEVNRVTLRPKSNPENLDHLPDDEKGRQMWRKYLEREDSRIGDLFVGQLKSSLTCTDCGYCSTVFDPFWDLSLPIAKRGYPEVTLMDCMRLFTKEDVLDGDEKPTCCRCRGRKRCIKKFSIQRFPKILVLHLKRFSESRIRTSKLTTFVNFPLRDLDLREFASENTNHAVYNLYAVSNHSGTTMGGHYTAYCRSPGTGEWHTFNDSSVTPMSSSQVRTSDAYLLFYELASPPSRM
#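 USP2 core (10nM final) preincubated 30min RT with compound in 20mM Tris-HCl pH 8.0, 2mM CaCl2, 2mM beta-mercaptoethanol, 0.05% CHAPS; 25nM Ub-CHOP2 plus 25nM reporter substrate added, fluorescence (Ex485/Em531) read after 60min.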
# B2AR arrestin: beta2AR (human) beta-arrestin recruitment activity; 0.02% of 330,000 active; beta-arrestin recruitment to beta2AR, cell-based reporter; Potency, µM (series often up to 46.1 µM), for inactives: top-dose activation, actives largely listed as activators; P07550;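 note: potency is the fitted concentration of half-maximal effect; 0% = DMSO controls and full agonism = EC100 isoproterenol or metaproterenol; nearly all actives have a fitted effect of over 65% in size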
# Target sequence (P07550 whole entry, looked up): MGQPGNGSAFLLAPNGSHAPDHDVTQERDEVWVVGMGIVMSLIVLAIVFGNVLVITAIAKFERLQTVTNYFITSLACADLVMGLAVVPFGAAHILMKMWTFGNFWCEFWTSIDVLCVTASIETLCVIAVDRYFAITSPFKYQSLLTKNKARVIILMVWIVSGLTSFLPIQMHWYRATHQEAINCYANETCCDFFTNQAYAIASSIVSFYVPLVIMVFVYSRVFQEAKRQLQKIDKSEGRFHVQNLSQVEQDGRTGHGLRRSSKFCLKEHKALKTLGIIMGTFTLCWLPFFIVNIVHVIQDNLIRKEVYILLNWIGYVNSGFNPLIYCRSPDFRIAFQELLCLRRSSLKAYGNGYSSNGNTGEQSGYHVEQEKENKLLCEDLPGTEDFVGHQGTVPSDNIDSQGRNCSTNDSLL
# TSHR antagonist: human thyrotropin receptor antagonism; P16473; TSHR-expressing cells, TSH-stimulated cAMP HTRF, 2 h; hits give low values; activity change, negative = inhibition, % at 11.5 µM; 0.2% of 330,000 active;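 active = activity change below a set negative limit, meaning inhibition stronger than a set level, cut at about -70% in these data; inconclusive = activity change between two set negative limits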; note: % is set by controls: 0 for no effect and ±100 for the full control effect
#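 Cell-based HTRF cAMP assay; TSHR cells + compound, TSH EC80 (4nM final), 2 h, 37 deg C. Lysis with anti-cAMP cryptate and cAMP-d2, 30 min RT, read 665/620 nm.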
# Eya2 phos inh: blocks the phosphatase activity of human Eya2 | O00167 | recombinant Eya2, OMFP fluorescence dephosphorylation (OMFP is methylfluorescein phosphate) | Potency, µM (series often up to 76.9 µM), without a hit: at the top dose activity, negative = inhibition, hits mostly inhibitors | 0.006% of 330,000 active | AID 488837; note: potency is the fitted concentration of half-maximal effect; % is set by controls: 0 for no effect and ±100 for the full control effect
#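 Eya2 (0.2 uM) preincubated 10 min at ambient with compound, then OMFP substrate added at 50 uM; 10 min reaction in 50 mM HEPES pH 7.5, 50 mM NaCl, 5 uM MgCl2, 0.05% BSA, 1 mM DTT. Fluorescence read at Ex 485/Em 525 nm.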
# Tb PFK inh: blocks T. brucei phosphofructokinase; T. brucei PFK, ADP-Glo luminescence; O15648; Potency, µM (titrated, usually from 57.5 µM), for inactives: top-dose activity, negative = inhibition, actives largely listed as inhibitors; 0.17% of 330,000 active;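 note: potency is the fitted concentration of half-maximal effect; 0% = uninhibited 1x PFK enzyme wells and -100% = no-enzyme wells; nearly all actives have a fitted effect of over 60% in size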
#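 1.25 nM PFK with 0.5 mM F6P and 0.1 mM ATP in 0.1 M TEA pH 8.0, 5 mM MgCl2, incubated 45 min at room temperature; ADP measured by ADP-Glo luminescence; compounds titrated up to 57 uM.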
# Mito fusion yeast: blocks mitochondrial division or promotes mitochondrial fusion; S. cerevisiae fusion-defective mutant growth rescue, CellTiterGlo 48 h; Potency, µM (doses to about 46.1 µM), for the others: top-dose growth rescue (activation), actives largely listed as activators; 0.23% of 320,000 active; AID 485298;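 note: potency is the fitted concentration of half-maximal effect; % of control where 0% means no effect; nearly all actives have a fitted effect of over 45% in size; temperature-sensitive fusion mutants such as fzo1-1 at 37 °C on non-fermentable ethanol glycerol medium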
#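 S. cerevisiae fusion-defective temperature-sensitive mutants (e.g. fzo1-1, mgm1-5) grown 48 h at 37C in YPEG (ethanol/glycerol non-fermentable) medium with 23 nl compound per well; growth rescue read as CellTiterGlo luminescence.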
# TCR act: activators of T cell receptors | primary human leukocytes, anti-CD3, IL-2 HTRF, 48 h | Potency, µM (titrated, usually from 9.22 µM), without a hit: at the top dose activation of IL-2 secretion, hits mostly activators | 330,000 tested, under 10 active | AID 504894; note: % of control where 0% means no effect
#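 IL-2 produced over 48 hr by a-CD3 bead-stimulated primary human leukocytes exposed to compounds was detected with a homogeneous time-resolved FRET immunoassay, 665nm acceptor signal after 320nm excitation.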
# uPA generation: inhibitors of cell surface uPA generation; 0.31% of 330,000 active; Potency, µM (series often up to 38.3 µM), inactives show at the highest dose activity change, negative = inhibition, most hits filed as inhibitors; cell surface uPA generation assay, qHTS; AID 540303; active = well fitted inhibition curve with a large enough effect; inconclusive = small, poorly fitted or top-dose-only effect; inactive = no such curve, though single readings can be large or run the other way; tested in mouse RAW 264.7 cells; note: potency is the fitted concentration of half-maximal effect; % is set by controls: 0 for no effect and ±100 for the full control effect; nearly all actives have a fitted effect of over 55% in size
# PTAP TSG101 blk: blocks PTAP/TSG101 interaction to inhibit HIV-1 budding. Q99816. Fluorescence polarization, FITC-PTAP peptide / Tsg101 binding. Potency, µM (highest dose often 115 µM), for the others: at the top dose activity change, negative = inhibition, usual class: inhibitors. 340,000 tested, under 10 active. AID 493005; active = well fitted inhibition curve with a large enough effect in the main read-out, with a control signal flat, not every such curve was filed as active; inconclusive = small, poorly fitted or top-dose-only effect, or effect the other way, or a change in a side signal; inactive = no such curve, though single readings can be large or run the other way; note: potency is the fitted concentration of half-maximal effect; % of control where 0% means no effect
#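 Fluorescence polarization binding of Tsg101 binding domain (10 uM final) to FITC-labeled PTAP peptide (50 nM final) in HEPES pH 7.5 buffer with NaCl, Tween 20, EDTA, TCEP. Compounds added before peptide; binding 20 min at RT.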
# ELG1 repair inh: inhibitors of ELG1-dependent DNA repair in HEK293T cells. HEK293T ELG1-luciferase reporter, luminescence, 16 h; DNA damage induced by 5-fluorouridine. Potency, µM (doses to about 46.1 µM), without a hit: at the top dose activity change, negative = inhibition, usual class: inhibitors. 2.3% of 330,000 active. AID 504467; note: potency is the fitted concentration of half-maximal effect; % is set by controls: 0 for no effect and ±100 for the full control effect; nearly all actives have a fitted effect of over 55% in size
#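 Reporter activity after DNA damage by 5-fluorouridine is monitored. Compound-treated cells incubate 16 hr at 37 °C, then ONE-Glo is added for 30 min before luminescence reading.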
# Numbers without * were called inactive; ? = inconclusive; · = no result given; [ ] = another dose, or the depositor's remark. Unless noted, calls come from the whole dose curve; as a rule, active = well fitted curve in the direction sought with a large enough effect; inconclusive = small, poorly fitted or top-dose-only effect, or another doubt; inactive = no such curve, though single readings can be large; an effect the other way counts as inactive or inconclusive.
molecule	uPA generation	USP2a block	B2AR arrestin	PTAP TSG101 blk	TCR act	ELG1 repair inh	TSHR antagonist	Tb PFK inh	Mito fusion yeast	Eya2 phos inh	BCR signal inh
C/C=C/CSc1nc2c(c(=O)[nH]c(=O)n2C)n1CCC	-10%	-2%	-0.3%	-5%	7%	?	9	2%	1%	3%	-3%
Cc1ccccc1Oc1nc2c(c(=O)n(C)c(=O)n2C)n1C	2%	3%	-0.4%	-1%	0%	-2%	-10	6%	2%	-6%	3%
CCOc1ccc(C(=O)NCC2OCCc3ccccc32)cc1 (configuration not stated)	-13%	1%	-0.3%	-6%	0%[46.1 µM]	?	-6	-8%	-12%	9%	-12%
Cc1ccc(S(=O)(=O)c2nc(NCCCn3ccnc3)sc2Cl)cc1	-4%	7%	0.7%	-3%	0%	?	-7	-4%	-1%	0%	1%
O=C(O)c1ccc(-c2ccco2)n1Cc1ccccc1	1%	3%	0.1%	-3%	1%	-12%	-3	-5%	4%	-9%	?
Cc1cccc(N2CCN(C(=O)C3COc4ccccc4O3)CC2)c1C (configuration not stated)	13%	-1%	-0.2%	-1%	11%	?	-14	-8%	2%	-7%	-1%
O=C(Nc1nnc(-c2ccc(F)cc2)o1)C1CCCN1S(=O)(=O)c1cccs1 (configuration not stated)	-4%	1%	-2.1%	-5%	-5%	15%	-7	0%	-13%	8%	-1%
Clc1ncn(CCOc2ccccc2)c1Cl	-4%	2%	-0.8%	0%	-5%	?	-5	-21%	1%	15%	11%
Cn1cccc1CC(=O)NNC(=S)Nc1ccccc1Cl	1%	-1%	-0.7%	-11%	-3%[46.1 µM]	14%	8	6%	-4%	0%	?
NC(=O)CS(=O)(=O)c1ccc(Cl)cc1	1%	1%	-1.0%	-5%	·	11%	1	-3%	0%	4%	-7%
COC(=O)CNC(=O)C12CC3(C)CC(C)(CC(C)(C3)C1)C2	7%	2%	-0.1%	0%	0%	6%	19	6%	6%	-25%	0%
Oc1ccc2ccccc2c1C=NCc1ccccc1	-26%	0%	-0.5%	-2%	9%	?	-2	3%	-5%	18%	?
Cc1ccc(S(=O)(=O)C2(C(=O)N3CCCCCC3)CC2)cc1	·	0%	0.2%	-5%	6%	?	13	-4%	1%	-14%	0%
COc1cc(C(=O)NCCCc2ccccc2)cc(OC)c1OC	-1%	0%	-0.9%	-5%	0%	-11%	16	0%	3%	-17%	?
Cc1cccc(NS(=O)(=O)c2cccc(C(=O)N3CCCCCC3)c2)c1	-2%	1%	-0.9%	0%	7%	-9%	-3	-4%	-1%	2%	?
CCC(C)NC(=O)C1CCCN1S(=O)(=O)c1ccc(Cl)cc1 (configuration not stated)	15%	1%	-1.2%	-9%	-3%[46.1 µM]	2%	8	3%	-3%	0%	4%
Cc1ccc(NC(=S)NCCN(C2CCCCC2)C2CCCC2)cc1	-3%	1%	-0.7%	-8%	-1%	-10%	2	1%	7%	-18%	1%
CC(CC(=O)N1CCc2ccccc21)n1cccn1 (configuration not stated)	5%	-1%	0.2%	-4%	-3%	?	0	2%	-2%	1%	3%
CC(C)(C)OC(=O)NCC(=O)NCC(=O)OCc1ccccc1	-3%	2%	-0.2%	0%	-7%	-1%	11	0%	-3%	6%	13%
COC(=O)c1ccc(/C=C/C(=O)c2cccc(OC)c2)cc1	1%	2%	2.3%	3%	-9%[46.1 µM]	?	-12	-1%	10%	-5%	?
Cc1ccnc(NC(=O)CNC(=O)c2sc3ccccc3c2Cl)c1	0%	-5%	0.1%	1%	3%	?	·	16%	3%	-12%	?
O=C(Cc1ccccc1)NCCSC1CCCCC1	29%	3%	-0.2%	-3%	-3%	?	12	-3%	-5%	-10%	7%
COC(=O)c1c(-c2ccc(SC)cc2)sc2ccccc12	?	2%	-0.8%	-1%	9%	?	-44	1%	16%	-2%	?
COc1ccc(S(=O)(=O)NCc2cc(=O)n(C)c(=O)n2C)cc1C	7%	-2%	-0.1%	0%	-3%	0%	-6	3%	-4%	-5%	2%
O=C(Nc1cccc(C(=O)O)c1)/C(=C\c1ccco1)NC(=O)c1ccccc1	0%	1%	0.0%	-7%	-6%	?	2	-2%	-3%	12%	-24%
Cn1c2ccccc2c2ncn(Cc3ccco3)c(=O)c21	0%	3%	0.6%	-4%	1%	10%	-12	-1%	1%	1%	?
COc1ccc(CNCc2ccccc2[N+](=O)[O-])cc1OC	-9%	-1%	-0.6%	-7%	·	?	-9	-2%	-1%	8%	2%
CN(C)C(CNC(=O)CCCc1c[nH]c2ccccc12)c1ccco1 (configuration not stated)	3%	-5%	0.4%	0%	-11%	5%	-4	2%	-2%	-15%	-2%
Cc1cc(Br)ccc1NC(=O)c1ccc(-n2cncn2)c([N+](=O)[O-])c1	-1%	-2%	0.1%	-1%	2%	-25%	-2	1%	4%	5%	1%
Cc1ccc(-n2nnc3c(=O)n(Cc4ccccc4C)cnc32)cc1	-3%	-1%	0.0%	-2%	9%	24%	15	-4%	-1%	-9%	4%

# Whole records, looked up by structure. Screens in order: uPA generation, USP2a block, B2AR arrestin, PTAP TSG101 blk, TCR act, ELG1 repair inh, TSHR antagonist, Tb PFK inh, Mito fusion yeast, Eya2 phos inh, BCR signal inh
# Profile of C/C=C/CSc1nc2c(c(=O)[nH]c(=O)n2C)n1CCC → -10%, -2%, -0.3%, -5%, 7%, ?, 9, 2%, 1%, 3%, -3%
# Profile of Cn1cccc1CC(=O)NNC(=S)Nc1ccccc1Cl → 1%, -1%, -0.7%, -11%, -3%[46.1 µM], 14%, 8, 6%, -4%, 0%, ?
# Profile of Cc1cccc(NS(=O)(=O)c2cccc(C(=O)N3CCCCCC3)c2)c1 → -2%, 1%, -0.9%, 0%, 7%, -9%, -3, -4%, -1%, 2%, ?
# Profile of Cc1cccc(N2CCN(C(=O)C3COc4ccccc4O3)CC2)c1C (configuration not stated) → 13%, -1%, -0.2%, -1%, 11%, ?, -14, -8%, 2%, -7%, -1%

# (further entries)
molecule	uPA generation	USP2a block	B2AR arrestin	PTAP TSG101 blk	TCR act	ELG1 repair inh	TSHR antagonist	Tb PFK inh	Mito fusion yeast	Eya2 phos inh	BCR signal inh
COc1ccc(C(CNS(=O)(=O)c2ccc(NC(C)=O)c(OC)c2)N2CCCC2)cc1 (configuration not stated)	5%	2%	-0.4%	-6%	-1%	10%	·	6%	·	7%	3%
O=C(c1ccc2c(=O)n(C3CCCC3)c(=S)[nH]c2c1)N1CCc2ccccc21	1%	-1%	-0.5%	-7%	-1%	-3%	-1	1%	-24%	-34%	0%
O=[N+]([O-])c1cccc(S(=O)(=O)N2CCC(c3nc(-c4ccncc4)no3)CC2)c1	4%	2%	0.1%	-1%	-4%	-1%	21	-2%	1%	-10%	-15%
COc1ccccc1/C=N/Nc1nccnc1Cl	-14%	-2%	-0.1%	-5%	0%	?	-9	-10%	-5%	-20%	?
Cc1ccc(-c2cc(C(F)(F)F)n3nc(C(=O)N4CCN5CCCC5C4)cc3n2)cc1 (configuration not stated)	-4%	0%	-0.7%	-1%	-3%	-25%	5	-8%	15%	-8%	-10%
CCOC(=O)CSc1nnc(CSc2nc3ccccc3s2)n1C	13%	-2%	-0.3%	-4%	2%	8%	-1	0%	1%	-6%	2%
COC(=O)c1ccccc1NS(=O)(=O)c1ccc(O)c(C(=O)O)c1	6%	0%	-0.1%	-10%	-3%	6%	-6	38µM*	-3%	-8%	3%
CCOC(=O)N1CCN(Cc2c(F)cccc2F)CC1	4%	-1%	14%	-4%	-2%	0%	7	-1%	-2%	-13%	?
N#C/C(=C\c1ccc(C#N)cc1)C(=O)N1CCCC1	·	-1%	-0.2%	·	·	?	30	-1%	-11%	13%	2%
Cc1ccc(O)c(NC2=C(Cl)C(=O)N(Cc3ccccc3)C2=O)c1	1%	-2%	-0.7%	-4%	2%	7%	-3	24µM*	6%	-9%	?

# Compounds as they come; any-hit rate near 3%.
